# High-throughput results from PubChem.
# PfG6PD inh: PfG6PD (Plasmodium falciparum) enzyme inhibition; AID 504690; 0.78% of 350,000 active; inhibition, % at 20 µM; PfGluPho enzyme, NADPH resazurin-diaphorase fluorescence;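 active = inhibition reaching at least a set limit at 20 µM in the primary screen, cut at about 59% in these data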;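 also: 0% = DMSO wells with substrate and 100% = DMSO wells lacking glucose-6-phosphate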
# SENP1 FRET inh: blocks the human SENP1 SUMO protease catalytic domain. 0.21% of 360,000 active. recombinant SENP1 catalytic domain, CyPet-SUMO1-YPet FRET cleavage. Q9P0U3. inhibition, % at 10 µM;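 active = inhibition at least 30% at 10 µM, raw YFP signal under a set limit, fluorescence ratio 0.5 to 1.5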;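 also: 0% = enzyme with DMSO and 100% = no enzyme wells; some results filed as inactive read as strong as hits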
# Target sequence (Q9P0U3 419-644 limits assumed): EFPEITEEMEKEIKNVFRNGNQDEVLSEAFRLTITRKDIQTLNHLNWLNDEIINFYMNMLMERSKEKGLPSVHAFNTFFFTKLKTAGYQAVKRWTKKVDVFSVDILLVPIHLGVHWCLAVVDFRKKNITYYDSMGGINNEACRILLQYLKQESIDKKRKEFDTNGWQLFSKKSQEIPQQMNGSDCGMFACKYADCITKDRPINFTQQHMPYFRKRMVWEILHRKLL
#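 System: Recombinant human SENP1 catalytic domain, His6-tagged | Incubation: Enzyme reaction for 50 min at room temperature, dark | Medium: Tris pH 8 with BME, BSA, NP40 and catalase | Also added: 25 nM SUMO1 FRET substrate | Compound: 10 µM single point, 0.5% DMSO | Measured by: FRET fluorescence in CFP and YFP emission channels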
# SENP6 inh: inhibitors of human SENP6 protease | Q9GZR1 | Recombinant SENP6 catalytic domain, aminoluciferin luminescence | inhibition, % at 10 µM | 1.8% of 330,000 active;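 active = inhibition above about 50% at the single tested dose, limit read from the data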;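 also: plate controls were DMSO wells with enzyme for no effect and DMSO wells lacking enzyme for full effect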
# SENP7 inh: blocks the human protease SENP7. recombinant SENP7, Z-RLRGG-aminoluciferin luminescence, 40 min. inhibition, % at 5 µM. 1.5% of 330,000 active. AID 434973;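 active = inhibition above about 50% at the single test dose, limit read from the data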;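 also: plate controls were DMSO with enzyme for no effect and no enzyme buffer wells for full effect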
# Target sequence (Q9BQF6 706-1050 limits assumed): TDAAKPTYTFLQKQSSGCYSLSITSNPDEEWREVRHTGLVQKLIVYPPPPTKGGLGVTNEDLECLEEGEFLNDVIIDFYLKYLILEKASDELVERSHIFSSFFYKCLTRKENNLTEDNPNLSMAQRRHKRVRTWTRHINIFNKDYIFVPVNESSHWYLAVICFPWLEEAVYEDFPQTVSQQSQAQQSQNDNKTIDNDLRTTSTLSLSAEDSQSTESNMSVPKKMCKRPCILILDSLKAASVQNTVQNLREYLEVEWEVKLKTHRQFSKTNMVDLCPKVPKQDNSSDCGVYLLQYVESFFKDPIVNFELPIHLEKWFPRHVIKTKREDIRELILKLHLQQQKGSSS
# SENP8 block-1: inhibitors of human SENP8 protease. Q96LD8. purified SENP8, Z-RLRGG-aminoluciferin cleavage, luminescence. AID 2540. inhibition, % at 10 µM. 1.2% of 330,000 active; in the data active = inhibition above about 50%
# Target sequence (Q96LD8 whole entry, looked up): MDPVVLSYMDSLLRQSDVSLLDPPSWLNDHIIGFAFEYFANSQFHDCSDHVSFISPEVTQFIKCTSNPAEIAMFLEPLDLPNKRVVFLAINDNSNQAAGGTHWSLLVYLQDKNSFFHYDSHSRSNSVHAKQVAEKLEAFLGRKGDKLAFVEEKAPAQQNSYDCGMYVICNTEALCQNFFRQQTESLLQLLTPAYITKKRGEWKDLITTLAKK
# MIN6 prolif: MIN6 beta-cell proliferation induction. MIN6 cells proliferation, ATPlite luminescence, 48 h; cells starved in 0.2% serum; 100% = growth in 10% serum. proliferation, % at 10 µM. 0.29% of 330,000 active. AID 2380;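 active = compounds whose signal lies at least 3.5 SD above the mean of all wells on their plate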;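 also: 0% = DMSO-treated cells in low-serum medium and 100% = 10% serum control; some compounds called inactive have numbers as strong as hits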
# SENP8 block-2: blocks human SENP8 cleavage of Nedd8 substrate; 0.64% of 360,000 active; Q96LD8; AID 602440; recombinant SENP8, Nedd8 substrate fluorescence; inhibition, % at 20 µM; in the data active = inhibition mostly above about 40%, no sharp cut-off; inactive = mostly below about 27%
# HKDC1 inh: inhibitors of human hexokinase HKDC1 | recombinant HKDC1, G6PDH/diaphorase resazurin coupled fluorescence | 0.16% of 340,000 active | AID 493160 | inhibition, % at 20 µM | Q2TB90;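 active = inhibition above about 35% when tested at 20 µM, limit read from the data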;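 also: plate controls were DMSO wells with enzyme for no effect and DMSO wells lacking enzyme for full effect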
#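 Test system: Recombinant HKDC1 (HK5) hexokinase enzyme, produced in-house | Input: HKDC1 at 5 µg/mL | Buffer or medium: Tris pH 8.0 buffer with MgCl2, Tween-20, BSA, BME | Schedule: 90 min reaction incubation at room temperature, dark | Technique: Resazurin-to-resorufin fluorescence via G6PDH and diaphorase coupling, 525/613 nm | Controls: DMSO wells with and without enzyme mix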
# UBC13 inh: human UBC13 polyubiquitination inhibition; P61088; UBC13 polyubiquitin chain formation, TR-FRET; inhibition, % at 20 µM; 0.47% of 330,000 active; in the data active = inhibition above about 45%, passing the limit was not always enough
# Target sequence (P61088 whole entry, looked up): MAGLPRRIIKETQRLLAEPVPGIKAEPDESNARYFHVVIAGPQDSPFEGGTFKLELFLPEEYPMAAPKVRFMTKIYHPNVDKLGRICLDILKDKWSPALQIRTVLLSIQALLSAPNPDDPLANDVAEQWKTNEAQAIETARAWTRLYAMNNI
# The depositor's hits bear a star; nt = no result given. Rows were taken by chance; overall some 4% were active at least once.
SMILES,PfG6PD inh,SENP1 FRET inh,SENP6 inh,SENP7 inh,SENP8 block-1,MIN6 prolif,SENP8 block-2,HKDC1 inh,UBC13 inh
COc1ccc(CNC(=O)Nc2ccc(C)cc2)cc1,-13,3,-31,-7,-7,-3,15,0,-3
COc1cccc(NC(=S)NC(C)c2ccc(OC)c(OC)c2)c1 (stereo not given),-10,1,-15,2,3,2,2,-10,-1
Clc1ccc(/C=N/N2CCN(Cc3ccccc3)CC2)cc1,0,3,15,9,-10,0,13,0,1
COc1cc(OC)cc(C(C(=O)NCc2ccccc2)N(Cc2ccco2)C(=O)c2ccno2)c1 (stereo not given),5,-1,-22,-2,3,-2,13,-7,4
N#CCC1c2ccccc2CCN1C(=O)Nc1ccc(Cl)cc1 (stereo not given),15,1,-12,-3,-1,-1,9,-9,16
COc1cc(NC(=O)C(C)N2CCN(C(=O)C3CC3)CC2)cc(OC)c1 (stereo not given),-8,-1,-1,-1,-1,-2,3,-5,-25
O=C1/C(=C\c2cccc(O)c2O)SC(=S)N1Cc1ccccc1,27,15,6,1,14,-4,37,9,-48
COc1ccccc1N/C(=N/S(=O)(=O)c1ccc(C)cc1)c1ccccc1,4,2,-5,5,2,3,16,-13,5
CC(=O)Nc1sc(N/N=C/c2ccc(N(C)C)cc2)nc1-c1ccc(C)cc1,16,-35,nt,nt,nt,nt,-455,2,nt
COc1ccc2[nH]c3c(c2c1)CCN1C(=O)C(CC(=O)NCCN2CCOCC2)C[C@H](C(=O)N2CCCCC2)[C@@]31CCc1ccccc1 (stereo not given in full),3,1,nt,0,nt,nt,5,-4,nt
O=C(CN1C(=O)C2C3C=CC(C3)C2C1=O)NCc1ccco1 (stereo not given),-8,2,-7,-4,-10,-5,26,-6,0
Cc1cccn2c(=O)c(/C=C(\C#N)C(=O)NCc3ccccc3)c(N3CCC(C(N)=O)CC3)nc12,-6,-124,6,-2,0,2,-475,-5,7
Cc1ccc(Cl)cc1NC(=O)CCCN1C(=O)c2cccnc2C1=O,-3,1,8,7,5,-2,-2,-1,-2
CCOCCCn1c(=N)c(C(=O)NCCN2CCOCC2)cc2c(=O)n3cccc(C)c3nc21,-10,-32,-4,1,6,-3,-277,-9,-12
COc1ccccc1CNC(=O)C1=C(C)C(=O)OC12CCC(C)CC2 (stereo not given),4,-1,-6,3,-2,7,3,-3,1
CSCC[C@H](NC(=O)C1CCN(S(=O)(=O)c2ccc(C)cc2)CC1)C(=O)NC1CCS(=O)(=O)C1 (stereo not given in full),-13,4,-26,24,-5,-3,4,0,2
CC1C(C)N(C(=O)CCl)c2ccccc2N1C(=O)CCl (stereo not given),-8,2,nt,nt,nt,nt,-12,-3,nt
CCCCCCCCCCCCCCCC[N+](C)(C)CCl,5,1,nt,nt,nt,nt,18,16,nt
O=C(Nc1ccc(F)cc1F)c1cccn1-c1ncc(C(F)(F)F)cc1Cl,2,2,-9,-5,0,1,9,-8,4
O=C1c2ccccc2NC(c2ccc(-c3cccc([N+](=O)[O-])c3)o2)N1O (stereo not given),-13,2,-17,6,-4,-6,7,-8,0
CC1(C)OC2OC(C3COC(=O)O3)C(OC(=O)c3ccccc3)C2O1 (stereo not given),10,0,nt,nt,nt,nt,1,-8,nt
COc1ccccc1C1C(C(=O)c2cc3ccccc3o2)=C(O)C(=O)N1CCN1CCOCC1 (stereo not given),-22,-8,25,4,1,2,-11,12,-17
CCSc1nnc(NC(=O)C(Cc2ccccc2)n2cccc2)s1 (stereo not given),-24,3,15,3,12,-1,7,0,-10
COc1cccc2cc(C(=O)C3=C(O)C(=O)N(CCN4CCOCC4)C3c3ccc(Cl)cc3)oc12 (stereo not given),-37,-5,-12,-1,-3,-2,-5,0,-14
COC(=O)C(C)Oc1ccc2cc(-c3ccccc3)c(=O)oc2c1 (stereo not given),40,-15,5,-2,-15,-4,-341,3,14
N#Cc1c2n(c(=S)n(-c3ccccn3)c1=O)CCCCC2,2,-10,1,10,2,3,-8,6,22
COC(=O)c1cc(-c2cccc([N+](=O)[O-])c2)c2c(=O)[nH]c(=O)n(C)c2n1,-8,-2,-12,-4,-2,0,0,3,-7
Cc1cn(C(=O)CN2C(=O)c3ccccc3C2=O)c(C)n1,-12,1,nt,nt,nt,nt,15,1,nt
Clc1ncccc1OCc1ccccc1,6,1,1,5,-2,0,13,-6,4
N#Cc1nc(COc2ccccc2Cl)oc1NCc1cccnc1,5,-117,2,-1,2,3,10,-3,6
C(=N\n1cnnc1)/c1ccc(OCc2cccc3ccccc23)cc1,17,-1,-7,7,1,-2,17,-4,1
Cc1cc(-c2cccs2)c2c(n1)sc1c(=O)[nH]c(=O)[nH]c12,7,8,1,-2,2,3,-136,10,4
Cn1c(=O)[nH]c2c(c1=O)CCO2,4,-3,nt,nt,nt,nt,6,-1,nt
COc1ccccc1OCCC(=O)OCC(=O)Nc1cc(S(=O)(=O)N2CCOCC2)ccc1Cl,-5,1,0,-2,1,-1,9,-7,4
CC1CCc2nn(CC(=O)NCCCN3CCCC3=O)cc2C1 (stereo not given),-3,2,0,-5,3,-2,20,-2,0
COc1ccc(Cn2c(=O)[nH]c3cc(C(=O)NC4CCN(Cc5ccccc5)CC4)ccc32)cc1,15,0,-9,-2,3,-3,4,-10,14
Cc1nc(SCC(=O)Nc2cccc(C(=O)O)c2)n[nH]1,1,1,-2,1,5,-2,16,-8,5
Cc1cc(C)nc(N/N=C/c2ccccc2)n1,-10,0,-3,6,-2,3,9,-11,6
CCc1nc2cccnc2n1-c1ccc(C(=O)O)cc1,6,-24,2,9,4,0,-22,6,5
Cc1ccc(S(=O)(=O)N(Cc2n[nH]c(=S)n2-c2ccccc2)c2ccccc2)cc1,42,1,-8,9,1,0,23,-6,-1
Cc1occc1-c1nnc(SCc2nnc(-c3ccc(Cl)cc3)o2)n1C,-9,1,9,0,2,0,17,-6,-6
Cc1c(Br)cc(C(=O)O)c(C)c1C,-4,-1,-4,-11,2,2,13,3,5
CCN1CCN(c2ccc(NC(=O)c3ccc4c(c3)OCCO4)cc2C)CC1,18,2,-2,-1,1,-2,8,-6,5
CCn1c(SCC(=O)c2cccs2)nnc1-c1cccs1,10,0,-14,1,-2,2,-6,2,-2
O=C(C1=C[C@H](c2csc3ccccc23)C[C@H](OCc2ccc(CO)cc2)O1)N1CCOCC1,5,-1,-18,11,-10,5,15,-1,5
Cc1cc(NC(=O)CSc2nnc(C)n2-c2ccccc2C)no1,-7,2,-5,-1,-2,-1,-1,-15,4
COc1ccc(S(=O)(=O)N2CCN(CC(=O)c3ccc(O)c(O)c3)CC2)cc1,18,-1,20,1,-5,-3,32,0,-5
COc1ccc(Cl)cc1NC(=O)CCNC(=O)Cn1ccc2ccccc2c1=O,35,0,-19,5,6,-1,-13,-4,13
CCOc1ccccc1-c1nc(CN(Cc2cnn(C)c2)C(C)C)c(C)o1,-5,-20,0,-3,-1,-4,-100,-6,-4
CC(=O)c1ccc(NC(=O)c2ccc(C)c(Br)c2)cc1,14,2,17,14,-6,-1,15,17,5

# (cont.)
SMILES,PfG6PD inh,SENP1 FRET inh,SENP6 inh,SENP7 inh,SENP8 block-1,MIN6 prolif,SENP8 block-2,HKDC1 inh,UBC13 inh
CN1CCN(C(=O)C2CC(=O)N(c3ccc(F)c(Cl)c3)C2)CC1 (stereo not given),1,1,-5,14,-5,2,8,3,-10
CN(CC(=O)Nc1c(F)cccc1F)Cc1cccs1,8,1,24,-2,4,-1,12,-1,-6
CC1(C)C(=O)Nc2ccccc2N1C(=O)COC(=O)c1cccnc1Cl,1,0,-4,12,-6,2,6,0,5
CCc1ccc(C(=O)NNC(=O)[C@H](C)NC(=O)c2ccco2)cc1,-12,2,5,-12,-14,-3,2,-2,-10
O=S1(=O)CSCS(=O)(=O)C1,9,2,nt,nt,nt,nt,16,-2,nt
CC(=O)c1c(C)[nH]c(C(=O)COC(=O)c2ccc3c(=O)n4c(nc3c2)CCC4)c1C,-7,-13,-6,-7,-2,1,-101,1,36
Cc1ccc(NS(=O)(=O)c2cccc3nsnc23)cc1,30,1,-4,1,0,-2,26,0,-1
COc1ccc(CCNS(=O)(=O)c2c(N)n(C)c(=O)n(C)c2=O)cc1OC,-11,1,5,1,9,4,-2,-2,0
O=[N+]([O-])c1ccc(N2CCN(Cc3ccccc3)CC2)nc1,11,-1,8,6,12,-4,4,-4,-7
CCCCCCCCOC(=O)C1=C(C)Nc2nnnn2C1c1cccs1 (stereo not given),19,-1,-8,2,-4,-6,20,0,6
CCc1ccc(NC(=O)c2cc(S(=O)(=O)N3CCc4ccccc43)cn2C)cc1,23,1,-2,7,-6,-5,2,4,-3
COCC(C)n1c(SCC(=O)NC(=O)Cc2ccccc2)nc2ccccc2c1=O (stereo not given),6,0,-9,-7,-1,-2,-6,0,9
NS(=O)(=O)c1ccc(NC(=S)Nc2ccc(OCc3ccccc3)cc2)cc1,13,-1,16,2,1,-6,8,-4,-8
Cc1ccc(NC(=O)NC2CCCCC2)c(C)c1,1,1,-14,6,-1,2,9,-3,8
Cc1cc(C)c(C(=O)COC(=O)c2nn(C)c(=O)c3ccccc23)cc1C,4,0,-12,-8,3,1,1,-5,0
COCCCNc1nc2nonc2nc1NCCSC,-14,-1,1,-2,7,-2,16,-5,-1
COc1ccccc1C(=O)Nc1ccc2c(c1)nc1n2CCSC1,1,-37,18,16,-4,-5,-190,3,2
O=C(CNc1cc(S(=O)(=O)N2CCOCC2)ccc1NCC1CCCO1)Nc1ccc(F)c(F)c1 (stereo not given),3,-15,2,1,8,-3,-5,7,-14
COc1ccccc1NC(=O)CC1C(=O)Nc2ccccc2N1C(=O)c1ccccc1 (stereo not given),3,-1,18,4,-5,-4,11,-4,22
O=C1c2ccccc2S(=O)(=O)N1Cc1cccc(S(=O)(=O)N2CCOCC2)c1,-7,1,-12,-6,1,0,25,7,32
C/C(=N\NC(=O)c1nc2ccccn2c1C)c1cc2ccccc2o1,-16,0,-11,-5,-10,3,-51,-9,-21
CS(=O)(=O)N(CCc1ccccc1)CC(=O)NCC1CCCO1 (stereo not given),-21,2,2,-10,-6,5,29,-9,-2
Cc1ccc(NC(=O)COC(=O)C2CC(=O)N(Cc3ccccc3)C2)cc1S(=O)(=O)N(C)C (stereo not given),-2,-1,-14,-12,0,-2,11,-4,-8
O=C(CSc1ccc2nnc(-c3ccncc3)n2n1)NCc1ccco1,4,1,-12,2,-4,-1,6,6,-19

# Compound profiles (already shown):
# O=S1(=O)CSCS(=O)(=O)C1 as listed: PfG6PD inh: 9; SENP1 FRET inh: 2; SENP6 inh: nt; SENP7 inh: nt; SENP8 block-1: nt; MIN6 prolif: nt; SENP8 block-2: 16; HKDC1 inh: -2; UBC13 inh: nt
# Clc1ccc(/C=N/N2CCN(Cc3ccccc3)CC2)cc1 as listed: PfG6PD inh: 0; SENP1 FRET inh: 3; SENP6 inh: 15; SENP7 inh: 9; SENP8 block-1: -10; MIN6 prolif: 0; SENP8 block-2: 13; HKDC1 inh: 0; UBC13 inh: 1
